# Autophagy mod: autophagy modulators in MEF cells, primary screen, imaging, high-content, MEF GFP-LC3 | MEF GFP-LC3 puncta imaging; test concentration mostly 10 µM | calls only at 10 µM (by protocol) | 0.98% of 190,000 active | AID 463193, 2010;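 active = percentage of spot-positive cells more than 3 SD above its plate mean, without a fluorescence outlier flag or 80% toxicity; inconclusive = no clear call, values can overlap the other calls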;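 also: spot-positive cell cutoff set from DMSO-treated cells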
# WT yeast gro inh: growth inhibition of WT strain, primary screen, mitochondrial fusion inhibitor project, WT and mutant strains, chemical genetic. 2.1% of 190,000 active. mitochondrial fusion phenotypic screen. inhibition, % at 10 µM; in the data active = inhibition above about 58%; tested in S. cerevisiae
# P. falciparum M17LAP: P. falciparum M17LAP inhibitors, primary screen, biochemical, fluorogenic H-Leu-NHMec substrate, 1536-well (AID 1619). recombinant M17LAP, H-Leu-NHMec fluorogenic kinetic assay; higher % means a stronger effect. 0.38% of 220,000 active. inhibition, % at 30 µM; hits with a dose series show IC50 in µM. Leucine aminopeptidase (Plasmodium falciparum (isolate 3D7));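 active = compound inhibiting the enzyme by more than half at any dose during confirmatory dose-response retesting; inconclusive = strong single-dose inhibitors picked by rank but not retested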;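 also: plate controls were full reaction with DMSO carrier for no effect and no enzyme background for full effect; strong numbers were not always called active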
# Dynein transport: inhibitors of GR-EGFP nuclear translocation, primary screen, dynein cargo transport inhibitor project, imaging, high-content, 3617.4 mouse cells; test concentration mostly 20 µM; stimulated with dexamethasone, 1 µM; hits give low values; z-score, hits read low; 0.47% of 220,000 active; AID 1381, 2008;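 active = plate z-score of nuclear minus cytoplasmic receptor signal below a set negative limit, without overly bright fluorescence or cell loss, cut at about -3.5 in these data, passing the limit was not always enough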;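 also: z-score of nuclear minus cytoplasmic ring GR-EGFP intensity difference per well; some compounds called inactive have numbers as strong as hits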
#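 Buffer or medium: tet-free, stripped-serum medium; reagent: dexamethasone at 1.0 µM final, 30 min; incubation: 48 h induction, 1 h compound, 30 min dex at 37 °C; measured by: formaldehyde fixation, Hoechst nuclear stain, 10x automated fluorescence imaging; read-out: nuclear-to-cytoplasmic GR-EGFP distribution per well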
# MT stabilizer: microtubule stabilizers in HeLa cells, primary screen, imaging, high-content imaging. HeLa tubulin immunostaining HCS, 24 h; share of cells brighter than vehicle mean+2SD. % tubulin-high responders, % at 10 µM. 0.83% of 200,000 active;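 active = plate Z-score above 3 for both tubulin-high and condensed-nucleus cell shares, with cell loss under 80%, at 10 µM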;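 also: anti alpha tubulin signal scored within the nucleus-defined area of each cell; some results filed as inactive read as strong as hits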
# Yfh1-off respiration: enhancers of respiration in Yfh1-depleted yeast, dose response, Friedreich's ataxia, plus single-dose screen (AID 1465); S. cerevisiae Yfh1-off respiration, WST-1 reduction, 72 h; higher fold induction means a stronger effect; one-dose fold induction at 50 µM; EC50 in µM for titrated hits; 0.074% of 220,000 active;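 active = fold induction of absorbance versus untreated yeast above a set limit, then at least 30% activation at any dose in follow-up; inconclusive = repeats straddling the limit, or above it without dose testing; inactive = fold induction below the set limit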;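 also: activators that raise dye reduction in frataxin-depleted yeast; strong numbers were not always called active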
# T cell HTS: modulators of CD8 T cell-vesicle binding, primary screen, mouse 2C CD8+ T cells, flow cytometry | 2C CD8+ T cell-vesicle binding; hits give low values | calls only at 7 µM | 0.068% of 330,000 active | AID 2052, 2009;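 active = response, share of CD8 T cells binding vesicles, and their 90th percentile fluorescence all below set limits, cut at about 80% in these data, passing the limit was not always enough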
#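 Also added: QL9-peptide-loaded Drosophila micro-vesicles bearing Ld, ICAM-1 and B7-1; Test system: purified 2C TCR transgenic mouse naive CD8+ T cells; Measured by: cytometric PE anti-B7-1 and Alexa647 anti-CD8 signals after 1% paraformaldehyde fixation; Timing: binding step 1.5 h, 37 °C, antibody labelling 20 min, ice.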
# M1AAP inhibition: P. falciparum M1AAP inhibitors, biochemical, fluorogenic H-Leu-NHMec substrate, 1536-well (AID 1445); inhibition, % at 30 µM; hits with a dose series show IC50 in µM; 0.42% of 220,000 active; recombinant M1AAP, H-Leu-NHMec fluorogenic kinetic assay; higher % means a stronger effect;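 active = primary inhibition above the hit cutoff, then over 50% inhibition at one or more dose response concentrations, cut at about 23% in these data, passing the limit was not always enough; inconclusive = conflicting primary data, or primary hits not chosen for dose response; inactive = low primary inhibition, or under 50% at every dose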;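 also: plate controls were DMSO full reaction for no effect and no enzyme background for full effect; strong numbers were not always called active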
# b-catenin transl: modulators of beta-catenin nuclear translocation, primary screen, imaging, HeLa cells, immunofluorescence, high-content. nuclear translocation activity, % at 5 µM. 0.3% of 190,000 active. AID 1665, 2009;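 active = nuclear translocation activity above 50% at 5 µM, with a well cell count of 50 or more; inconclusive = wells under 50 cells across six images, flagged as toxic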;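 also: per-cell ratio of nuclear to cytoplasmic median beta-catenin stain intensity; plate controls were DMSO negative control for no effect and GSK-3 inhibitor IX positive control for full effect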
#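 Test system: human HeLa cell line; Doses: 5 µM primary, 0.02–20 µM confirmation; Incubation: 24 h compound exposure, 37°C; Detection: beta-catenin immunofluorescence imaging with DAPI; Read-out: beta-catenin nuclear/cytoplasmic ratio, % activation.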
# WT yeast gro inh mutant strain: recorded beside WT yeast gro inh, whose call it bears; inhibition, %; mitochondrial fusion phenotypic screen, mutant strain inhibition
# Dynein transport cytoplasmic EGFP: further read-out of Dynein transport, marked with its call; z-score; measured here: cytoplasmic GR-EGFP intensity; hits give high values
# Dynein transport nuclear GR-EGFP: also measured in Dynein transport; calls as there; z-score; measured here: nuclear GR-EGFP intensity;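 lower value marks the stronger effect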
# Dynein transport cell count: further read-out of Dynein transport, marked with its call; z-score; measured here: cell count per field
# b-catenin transl cell count 5 µM: second read-out of b-catenin transl, no call of its own (marks repeat the call); cell count; measured here: cell count, cytotoxicity flag
# T cell HTS vesicle-bound %: recorded beside T cell HTS, whose call it bears; double positive events, %; measured here: CD8+ vesicle-bound cell fraction;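 binding gate set so that unloaded-vesicle control wells show 10% double positive cells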
# MT stabilizer Hoechst-high %: also measured in MT stabilizer; calls as there; % Hoechst-high responders; measured here: nuclear condensation Hoechst responders;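 share of cells brighter than vehicle mean plus two SD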
# MT stabilizer cytotoxicity %: also measured in MT stabilizer; calls as there; toxicity, %; measured here: cytotoxicity by cell density;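 0% = mean cell density of plate MIN control wells and 100% = no cells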
# Autophagy mod cell loss 18 h: recorded beside Autophagy mod, whose call it bears; toxicity, %; measured here: cell loss, nuclei count;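 cell loss after 18 h compound exposure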
# * = called active by the depositor; i = inactive; ? = inconclusive; / = not tested or not shown; + = active, no number.
smiles	Dynein transport cell count	Dynein transport nuclear GR-EGFP	P. falciparum M17LAP	WT yeast gro inh	Autophagy mod	b-catenin transl cell count 5 µM	Yfh1-off respiration	MT stabilizer Hoechst-high %	WT yeast gro inh mutant strain	T cell HTS vesicle-bound %	MT stabilizer cytotoxicity %	Dynein transport cytoplasmic EGFP	M1AAP inhibition	Autophagy mod cell loss 18 h	T cell HTS	b-catenin transl	Dynein transport	MT stabilizer
C[N+]1(CC2COC3(CCCCC3)O2)CCCCC1 (stereo unspecified)	0.497	0.0684	1.0%	/	/	1354	i	/	/	31.8	/	-0.238	16.4%	/	i	-0.9	-0.513	/
CC1(C(=O)O)C=CC2(CCCCC2)N1C(=O)c1ccccc1 (stereo unspecified)	0.361	0.516	10.1%	-1.4	i	538	i	2.5	-6.5	/	4.7	-0.21	1.6%	-3.5	/	-1.2	0.394	2.3
Cc1oc(-c2ccccc2F)nc1CS(=O)CC(=O)NCc1ccc2c(c1)OCO2 (stereo unspecified)	0.26	-0.0234	-2.6%	10.9	i	/	i	4.0	2.0	22.9	5.7	-0.111	-1.1%	5.8	i	/	-0.0879	3.6
Cc1ccc(NC(=S)N2CCN(S(=O)(=O)c3c(F)cccc3F)CC2)cc1C	-0.787	0.113	8.4%	25.3	i	1033	i	2.0	-19.2	1.8	1.9	0.195	2.2%	-1.8	i	-0.8	0.0807	1.6
COc1cccc(Nc2nc(-c3sc(N)nc3C)cs2)c1	-1.14	-0.478	5.8%	12.4	i	/	i	3.0	20.3	37.6	8.9	-0.147	15.3%	0.7	i	/	-0.635	3.7
C=CCSC1=C(C#N)C(c2ccccc2OCC)CC(=O)N1 (stereo unspecified)	0.476	-0.0982	-3.9%	-1.1	i	1065	i	1.3	-14.3	58.7	0.3	-0.105	3.0%	-1.5	i	-1.4	-0.148	2.0
Cc1ccccc1OCCN1C(=O)NC2(CCCc3ccccc32)C1=O (stereo unspecified)	-0.0825	0.508	-18.6%	-3.1	i	1061	i	0.8	-3.7	50.9	13.4	-0.377	-0.6%	0.7	i	-0.9	1.55	0.7
CC(=O)c1c(C)[nH]c(C(=O)CN2C(=O)NC(C)(c3ccc(C)cc3)C2=O)c1C (stereo unspecified)	0.0797	-0.232	-2.6%	-3.1	+	1098	i	3.1	-2.6	6.1	6.1	0.0468	2.8%	1.9*	i	-1.2	-0.368	3.4
CCOC(=O)c1ccc2[nH]c(C)c(C)c2c1	-0.776	0.247	-5.6%	-12.9	i	/	i	2.5	-14.9	57.1	11.1	-0.192	5.0%	12.7	i	/	-0.165	2.8
COc1ccc(C(=O)NCCN2C(=O)S/C(=C\c3cccnc3)C2=O)c(OC)c1OC	-1.13	0.886	3.7%	-10.4	i	/	i	2.7	-7.1	55.3	7.1	-0.0449	10.6%	-1.9	i	/	0.0902	3.1
CC(=O)Nc1ccc(NC(=O)C2CCCN2C(=O)Nc2ccccc2[N+](=O)[O-])cc1 (stereo unspecified)	0.394	-0.285	-5.6%	-13.9	i	1444	i	1.9	-12.6	29.1	14.0	-0.238	2.1%	-2.5	i	0.4	0.0565	3.3
COCCNC(=O)C(=O)N/N=C/c1cccs1	0.512	0.376	9.2%	5.0	i	1053	i	2.7	1.6	36.6	3.2	-0.272	7.0%	-32.1	i	1.2	0.937	3.9
Cc1cccc(-c2cc(C(=O)NCc3ccccn3)c3ccccc3n2)c1	-0.643	0.424	-8.8%	0.7	i	1184	i	0.9	-16.1	50.6	5.1	5.95	3.7%	4.3	i	-1.1	-1.18	3.8
C=CCn1c(SCN2C(=O)c3ccccc3C2=O)nc2ccc(Cl)cc2c1=O	0.594	-0.683	17.0%	19.9	i	459	i	2.7	29.6	41.1	3.0	-0.266	-3.0%	-0.4	i	-0.3	-0.837	3.4
COc1ccc(/C=C/C(=O)NC(=S)NNC(=O)c2ccco2)cc1	0.384	-0.633	17.1%	-8.9	i	1241	?	18.0*	-21.3	6.2	29.5*	-0.139	-6.6%	-4.0	i	-1.9	-0.347	33.3*
CCCCOc1ccc(Cl)cc1CSc1nnc(C)n1N	-0.442	0.159	0.3%	17.9	i	/	i	1.8	-17.9	21.6	5.1	-0.249	11.3%	-2.9	i	/	0.0749	2.3
CCCc1cc(C(=O)NNC(=S)Nc2cccc(C)c2)cs1	-0.307	0.524	0.5%	28.4	i	987	i	3.7	1.4	26.0	2.4	-0.27	-12.5%	12.5	i	-0.4	0.112	3.1
O=C(Nc1cccc(Cl)c1)c1ccc(NCC2CCCO2)c([N+](=O)[O-])c1 (stereo unspecified)	0.395	-0.322	4.9%	12.1	i	1178	i	2.4	0.2	65.1	2.3	1.9	2.1%	26.3	i	0.5	-2	5.0
O=c1c2c(nc3n1CCCCC3)sc1c(O)cccc12	-0.0235	-0.29	13.9%	-5.8	i	1074	i	2.8	4.4	57.1	6.0	-0.178	17.2%	0.5	i	-1.1	-0.391	2.8
CC(=O)c1cn(CC(=O)NCc2cccnc2)c2ccccc12	1.43	-0.171	3.1%	-16.1	i	/	i	1.8	-2.8	6.7	9.4	-0.121	10.2%	2.3	i	/	-0.947	2.2
NC1=NC(=Nc2ccc(Br)cc2)c2ccccc21	0.287	-0.268	1.4%	16.7	i	634	i	2.4	8.1	57.3	2.8	-0.219	4.6%	14.7	i	-7.2	-0.935	2.3
O=C(Nc1ccccc1)C1CCCCN1S(=O)(=O)c1ccccc1 (stereo unspecified)	-0.178	0.812	-4.1%	-7.0	i	1083	i	2.2	12.9	19.4	6.8	-0.235	12.0%	-2.2	i	-3.7	1.04	3.9
Cc1sc(NC(=O)c2cccnc2)nc1-c1ccccc1	0.714	-0.508	1.1%	6.8	i	1047	i	2.1	-0.8	44.7	5.0	-0.258	3.1%	-12.7	i	-0.6	-1.29	1.6
CCN(CC)CCC(c1ccc2c(c1)OCO2)c1c(OC)cc(OC)c2c(-c3ccccc3)cc(=O)oc12 (stereo unspecified)	-4.32	1.41	12.6%	/	/	1117	i	/	/	/	/	5.77	4.3%	/	/	-1.4	1.64	/
c1ccc(Cn2c(CNc3nc4ccccc4n3CCN3CCOCC3)nc3ccccc32)cc1	-0.271	0.972	4.3%	0.6	i	982	i	3.3	-4.8	15.0	5.0	-0.17	0.9%	14.9	i	-1.9	0.565	4.3
O=C(Nc1scc(-c2cccs2)c1C(=O)O)c1cccs1	0.334	0.199	45.2%	8.8	i	1120	i	3.8	-0.2	29.1	15.8	-0.503	49.2µM*	17.0	i	-1.8	0.113	2.3
N#Cc1cc(C(=O)Cc2ccccc2)c[nH]1	0.864	-0.207	-2.6%	-3.0	i	968	i	2.0	2.4	44.4	3.8	-0.00785	-1.6%	-32.1	i	0.9	-0.705	2.2
COc1cc(/C=C(\C#N)C(=O)N2CCc3ccccc32)ccc1O	0.599	-0.802	9.3%	/	/	1320	i	/	/	18.5	/	-0.828	17.8%	/	i	-0.8	-0.921	/
CC(=O)Nc1nonc1-c1nc2ccccc2n1CCC(C)C	0.43	-0.232	-11.3%	18.2	i	803	/	2.0	2.4	18.9	5.5	-0.223	2.8%	-17.0	i	-2.8	-0.564	2.2
c1ccc(-c2cnc(-c3ccccc3)nc2)cc1	1.62	-0.519	4.3%	15.5	i	1242	i	2.2	16.7	7.5	3.0	-0.252	5.9%	1.8	i	-1.6	-0.755	2.7
COc1ccc(CNC(=O)c2c(-c3cc(Cl)c(OC)c(Cl)c3)noc2C)cc1	0.464	-0.597	6.6%	9.8	i	/	i	4.4	6.9	44.9	10.8	-0.233	-4.2%	-2.4	i	/	-1.2	1.9
CC(C)CCn1c(SCC(=O)c2ccccc2)nc2c1c(=O)[nH]c(=O)n2C	0.393	0.176	7.2%	-1.9	i	1009	i	1.9	14.7	20.4	2.6	-0.275	1.3%	0.6	i	-0.5	0.658	1.9
CN1CCN(c2nc3c(c(=O)[nH]c(=O)n3C)n2CCOc2ccccc2)CC1	-0.412	0.436	8.6%	0.6	i	1105	i	2.0	3.0	/	4.8	-0.232	-4.2%	-2.8	/	-0.1	0.338	1.2

# Compound activity deposited in PubChem BioAssay by several laboratories.
